NPR1 activator: GC-A (human) enzyme activation. P16066. HEK293 GC-A cells, cGMP TR-FRET, EC30 ANP; 0% at EC30 ANP, 100% saturating ANP. AID 1671463. 370,000 tested, 0.14% active. activation, % at 10 µM; in the data active = activation above about 40%
hgDAF-12 ag: activates the H. glycines DAF-12 receptor ligand-binding domain | HEK293 GAL4-hgDAF12 UAS-luciferase reporter, agonist luminescence; normalized to butyrate control | activation, % at 6.8 µM | 370,000 tested, 1.8% active;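 active = activation above a cutoff set at the mean of all screened compounds plus 3 SD, cut at about 10% in these data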;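 also: 0% = DMSO wells and 100% = sodium butyrate wells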
ADAM17 inh: inhibits human ADAM17 | P78536 | inhibition, % at 6.95 µM | 370,000 tested, 0.83% active | recombinant ADAM17, EDANS/DABCYL FRET peptide cleavage;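 active = inhibition above the mean of compounds lying between control limits plus 3 SD, set per campaign, cut at about 8.5% in these data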;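 also: 0% = DMSO-only wells as the low control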
Target sequence (P78536 215-824 limits assumed): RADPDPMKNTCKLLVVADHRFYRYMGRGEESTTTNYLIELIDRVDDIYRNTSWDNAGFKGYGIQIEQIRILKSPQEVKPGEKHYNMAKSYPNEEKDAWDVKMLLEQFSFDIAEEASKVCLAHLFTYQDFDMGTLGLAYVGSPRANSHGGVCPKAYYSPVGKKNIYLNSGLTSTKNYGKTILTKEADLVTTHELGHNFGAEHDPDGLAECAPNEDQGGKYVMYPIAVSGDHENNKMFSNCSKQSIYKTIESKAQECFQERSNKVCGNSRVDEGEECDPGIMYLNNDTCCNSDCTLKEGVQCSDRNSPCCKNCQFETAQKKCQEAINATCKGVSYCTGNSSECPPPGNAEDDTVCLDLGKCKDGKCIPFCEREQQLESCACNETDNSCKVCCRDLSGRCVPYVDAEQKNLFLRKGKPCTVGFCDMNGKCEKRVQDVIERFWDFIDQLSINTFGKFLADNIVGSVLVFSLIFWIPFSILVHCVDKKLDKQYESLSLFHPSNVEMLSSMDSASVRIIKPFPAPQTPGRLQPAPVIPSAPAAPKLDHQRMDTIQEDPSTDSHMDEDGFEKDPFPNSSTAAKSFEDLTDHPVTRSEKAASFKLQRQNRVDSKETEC
ADAM10 inh: inhibits human ADAM10. O14672. recombinant ADAM10, EDANS/DABCYL FRET peptide cleavage, 3 h. inhibition, % at 7 µM. 370,000 tested, 0.62% active. AID 720582;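 active = inhibition above a per-campaign cutoff equal to the mean of compounds falling between control-based bounds plus 3 SD, cut at about 20% in these data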;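 also: 0% = DMSO wells while the 100% control is not disclosed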
SMARCA2 act: increases SMARCA2 function in MMTV reporter cells; MG213 cells, MMTV-luciferase reporter, dexamethasone, overnight; activation, % at 9.1 µM; 370,000 tested, 1% active; in the data active = activation above about 7.8%;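 also: 0% = vehicle wells and 100% = reference activator wells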
hcDAF12 agonist: activators of H. contortus DAF-12 nuclear receptor; HEK293 hcDAF-12 lit1-tk-luc reporter, luminescence; 0% DMSO, 100% Δ7-dafachronic acid; activation, % at 6.8 µM; 370,000 tested, 1.4% active;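 active = activation above the mean of all tested compounds plus 3 SD, cut at about 5.5% in these data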;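 also: 100% = response to 3 µM Δ7-dafachronic acid high control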
DAX1 inh-1: inhibits human nuclear receptor DAX1; P51843; HEK293 Gal4-DAX1 luciferase reporter, luminescence; inhibition, % at 6.75 µM; 340,000 tested, 0.99% active; AID 504766;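 active = inhibition above the mean over all tested compounds plus 3 SD, cut at about 4.2% in these data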;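 also: 0% = DAX1-transfected cells with DMSO and 100% = empty-vector control cells with DMSO; inhibition shows as a rise in luminescence from relieved DAX1 repression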
Target sequence (P51843 207-470 limits assumed): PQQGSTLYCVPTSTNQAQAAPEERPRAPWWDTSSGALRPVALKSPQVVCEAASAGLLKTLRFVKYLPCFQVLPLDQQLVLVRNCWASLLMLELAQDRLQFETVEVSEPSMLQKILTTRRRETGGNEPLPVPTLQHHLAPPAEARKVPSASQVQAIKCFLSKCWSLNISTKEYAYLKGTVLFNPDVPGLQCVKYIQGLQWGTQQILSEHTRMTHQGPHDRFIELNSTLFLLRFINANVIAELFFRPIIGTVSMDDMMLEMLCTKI
ssDAF-12 act: activates DAF-12 receptor from parasite S. stercoralis; HEK293 ssDAF-12/GRIP1 lit1-tk-luc reporter, luminescence; % of 3 µM dafachronic acid response; activation, % at 6.8 µM; 370,000 tested, 1% active; AID 652126;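 active = activation above the mean over all tested compounds plus 3 SD, cut at about 0.9% in these data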;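 also: 0% = DMSO-only wells and 100% = 3 µM delta7-dafachronic acid wells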
PG9 Ab binder: small molecules binding HIV-1 gp120 antibody PG9. TR-FRET gp120-PG9 antibody binding. inhibition, % at 6.7 µM. 360,000 tested, 0.43% active; in the data active = inhibition above about 8.5%
FXN GAA850 act: increases GAA850 frataxin promoter reporter activity. HEK293 lucGAA850 FXN promoter luciferase reporter, 24 h; percent of 10 µM SAHA response. activation, % at 6 µM. 360,000 tested, 0.56% active;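 active = activation above the average of all compounds screened plus 3 SD, cutoff fixed separately per campaign, cut at about 7.5% in these data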;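 also: 0% = DMSO wells and 100% = 10 µM SAHA wells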
DAX1 inh-2: blocks DAX1 repression of SF-1 activated StAR promoter. HEK293T StAR-luciferase reporter, SF-1/DAX-1 repression relief. inhibition, % at 6.8 µM. 370,000 tested, 1.1% active. AID 652010;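 active = inhibition above the mean over all tested compounds plus 3 SD, cut at about 3.6% in these data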;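 also: 0% = DAX-1 cells with DMSO and 100% = cells lacking DAX-1 with DMSO; higher inhibition means more luminescence from relief of DAX-1 repression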
* = called active by the depositor; . = not tested or not shown.

SMILES | NPR1 activator | hgDAF-12 ag | ADAM17 inh | ADAM10 inh | SMARCA2 act | hcDAF12 agonist | DAX1 inh-1 | ssDAF-12 act | PG9 Ab binder | FXN GAA850 act | DAX1 inh-2
Cc1ccc(-c2ccc3c(c2)O[C@H](CN(C)C(=O)CC2CC2)[C@H](C)CN([C@@H](C)CO)S3(=O)=O)cc1 | 2 | -1.8 | -4 | -12 | 0 | -1.7 | -0.3 | 0.3 | -0.5 | 0.0 | 0.6
N#C/C(=C\c1ccc(OCC(N)=O)cc1)C(=O)NC1CC1 | 2 | 1.2 | 4 | 0 | 2 | 0.3 | 0.9 | -0.4 | 0.6 | 2.2 | 1.9
COc1ccc(C(C)=O)cc1Cn1c(C)c(C(=O)NCc2ccc3c(c2)OCO3)sc1=O | -3 | -0.9 | 0 | -3 | 0 | 2.0 | . | -1.0 | -2.1 | -1.4 | -0.7
O=C(CCN1C(=O)C2CCCCC2C1=O)Nc1cc(F)ccc1F (stereo not given) | 2 | 0.2 | -2 | -3 | -1 | 0.6 | -0.3 | -0.8 | -1.8 | 2.2 | 1.3
CCN(CC)CCCNC1CCS(=O)(=O)C1 (stereo not given) | 1 | -0.7 | 4 | 6 | -3 | 0.2 | -1.3 | -0.3 | -0.8 | -1.8 | -0.1
CC(C)c1ccc(C(=O)N(c2ccccn2)C(C)c2ccco2)cc1 (stereo not given) | 2 | 9.6 | -4 | 1 | 3 | 2.4 | 1.3 | 0.1 | 2.7 | 4.7 | 2.3
Cc1cccc2c(N)c3c(nc12)N(C)CC3 | 10 | -0.9 | -2 | -12 | -2 | -0.8 | -1.1 | -0.2 | 1.9 | 3.4 | 0.4
COc1ccc(C(C#N)=C2C=C(Cl)C(=NO)C=C2Cl)cc1 | -8 | 3.3 | 5 | -2 | 4 | 2.3 | -0.1 | -0.4 | 0.6 | -2.8 | 1.7
C/C(=N\N=C1\NC(=O)CC(C(=O)O)S1)c1cccs1 (stereo not given) | 0 | 0.9 | -2 | 1 | 0 | -0.5 | 1.8 | -0.9 | 3.0 | -0.1 | -0.2
Cc1ccc(-n2ncc3c(=O)n(CC(=O)N4CCN(c5ccccc5)CC4)cnc32)cc1C | 2 | 4.2 | 1 | 7 | 3 | -2.1 | -0.3 | -1.5 | 0.8 | 2.3 | -0.4
Clc1ccc(OCc2nn[nH]n2)cc1 | -3 | -0.1 | -1 | 3 | 0 | 1.6 | 3.1 | -1.2 | -0.6 | 1.0 | -0.5
CCOC(=O)C1=CCN(S(=O)(=O)c2ccc(F)cc2)C1c1cccc(Cl)c1 (stereo not given) | -7 | 1.3 | 0 | 0 | 3 | -2.3 | . | -0.8 | -1.9 | . | -1.2
NC(=O)NOCc1ccccc1F | 5 | -2.5 | 0 | 1 | 2 | -0.5 | . | -0.8 | -0.8 | 2.5 | -0.5
Cn1ncc([N+](=O)[O-])c1C(=O)n1nnc2ccccc21 | -1 | 0.1 | 2 | -3 | 0 | 0.2 | -0.9 | -0.9 | -3.1 | -0.1 | 0.3
Clc1cccc(-c2ccc(C=Nc3ccc(N4CCOCC4)cc3)o2)c1Cl | 3 | -0.9 | 0 | 6 | 4 | -2.1 | 0.0 | -0.7 | -2.4 | -2.2 | -1.7
O=C(c1cccs1)N1CCN(S(=O)(=O)c2cccs2)CC1 | -1 | -0.7 | 1 | 4 | 0 | -0.1 | -0.8 | -1.7 | 2.9 | 0.6 | -0.1
CC1CN(C(=O)COc2ccc3c(-c4ccccc4)cc(=O)oc3c2)CC(C)O1 (stereo not given) | -1 | 2.1 | -8 | -18 | -2 | 1.2 | -0.6 | -1.7 | -2.1 | 0.2 | -1.6
CCOC(=O)CN(C(=O)CSc1nnc(C)n1-c1ccccc1)c1ccccc1 | 4 | -1.3 | 3 | -2 | 5 | 0.1 | 0.1 | -1.4 | 0.1 | 2.6 | 0.0
O=C(NC(=S)NCCN1CCOCC1)c1ccccc1Cl | 3 | -1.8 | -1 | 11 | 5 | -1.5 | -1.2 | -1.1 | -0.7 | 0.0 | -0.7
C[C@H](CO)N1C[C@H](C)[C@@H](CN(C)S(=O)(=O)c2ccc(-n3cccn3)cc2)OCc2cn(nn2)CCCC1=O | 1 | -3.1 | -6 | -9 | -4 | 2.7 | 2.9 | -0.9 | -0.4 | -0.3 | 0.1

Fetched by structure from the list above (2):
SMILES | NPR1 activator | hgDAF-12 ag | ADAM17 inh | ADAM10 inh | SMARCA2 act | hcDAF12 agonist | DAX1 inh-1 | ssDAF-12 act | PG9 Ab binder | FXN GAA850 act | DAX1 inh-2
O=C(c1cccs1)N1CCN(S(=O)(=O)c2cccs2)CC1 | -1 | -0.7 | 1 | 4 | 0 | -0.1 | -0.8 | -1.7 | 2.9 | 0.6 | -0.1
CCOC(=O)C1=CCN(S(=O)(=O)c2ccc(F)cc2)C1c1cccc(Cl)c1 (stereo not given) | -7 | 1.3 | 0 | 0 | 3 | -2.3 | . | -0.8 | -1.9 | . | -1.2

(listing goes on)
SMILES | NPR1 activator | hgDAF-12 ag | ADAM17 inh | ADAM10 inh | SMARCA2 act | hcDAF12 agonist | DAX1 inh-1 | ssDAF-12 act | PG9 Ab binder | FXN GAA850 act | DAX1 inh-2
Cc1cc(C(=O)NCCC(c2ccccc2)c2ccccc2)c(C)o1 | -6 | -1.0 | 1 | 9 | -2 | -1.9 | -0.4 | -1.0 | 0.3 | -0.2 | 0.8
CC(=O)NC(Cc1ccccc1)c1ccc2c(c1)OCCCO2 (stereo not given) | -2 | 7.6 | 1 | 5 | 2 | 3.5 | 1.1 | 0.1 | -1.2 | 3.3 | 0.5
Cc1ccc(NC(=O)N2CCCC2C(=O)Nc2nnc(C(C)C)s2)cc1 (stereo not given) | 1 | 0.9 | 0 | -3 | 0 | -1.7 | -0.1 | -0.8 | 1.5 | 2.8 | 0.2
CN(C)C(=O)c1cc(C(=O)c2ccc(Cl)cc2Cl)c[nH]1 | 2 | 3.3 | -2 | -11 | -1 | 0.8 | -0.2 | -1.4 | 0.1 | 4.7 | 0.0
CN1CCN(c2ccc(CNC(=O)c3ccc4c(c3)OCCO4)cc2)CC1 | 4 | 0.6 | -2 | 6 | -4 | -0.7 | 1.8 | 0.7 | -0.8 | 2.4 | -0.3
Cc1ccc(S(=O)(=O)n2c([N+](=O)[O-])cnc2C)c(C)c1C | 7 | 3.5 | 2 | 2 | 1 | 0.8 | -0.4 | -0.9 | -0.5 | 0.6 | 0.0
COc1cccc(C(c2nnnn2C2CCCC2)N2CCN(C/C=C/c3ccccc3)CC2)c1OC (stereo not given) | -4 | -1.7 | 3 | 8 | 2 | 0.6 | . | -0.5 | -0.2 | . | -1.8
CCOc1ccc(C(=O)NCC(=O)OCCCOC(=O)CNC(=O)c2ccc(OCC)cc2)cc1 | 0 | 0.2 | -2 | -7 | -3 | -0.9 | 0.7 | -0.7 | -1.8 | 0.1 | -1.9
COc1cccc(C(=O)Nc2ccc(NC(=O)Cc3ccccc3)cc2)c1 | -6 | -1.3 | -3 | 2 | 1 | -1.0 | -2.7 | -1.3 | -0.7 | 1.6 | -0.3
COc1cccc(OC)c1OCCCOc1ccc(C)cc1Br | -10 | 1.8 | -3 | -11 | -4 | -1.4 | -1.3 | -1.1 | 1.6 | . | -0.2
COc1cccc(-c2ccc3ncnc(NCc4cccc(C)c4)c3c2)c1 | 6 | 1.2 | -9 | -31 | -2 | -0.5 | -0.6 | -1.8 | 1.3 | -0.4 | -0.6
O=C(c1cccs1)N1CCCC(c2nc3c(nnn3Cc3c(Cl)cccc3Cl)c(=O)[nH]2)C1 (stereo not given) | -8 | -1.1 | -3 | 11 | -4 | 1.6 | -1.6 | -0.5 | 0.0 | 2.6 | 0.1
c1ccc(CCN=C2CCCc3c2[nH]c2ccccc32)cc1 | 1 | 1.8 | -35 | -92 | -2 | 2.4 | -0.3 | 0.8 | 0.1 | 1.0 | -0.2
O=C(CSc1nnc(Nc2ccccc2F)s1)NCC1CCCO1 (stereo not given) | 3 | 3.8 | -6 | -13 | -5 | 1.1 | -0.1 | -0.5 | -0.9 | 3.4 | 0.3
Cc1nc(-c2ccccc2)nc(-c2ccccc2)n1 | -5 | 0.7 | 6 | -2 | -1 | 2.3 | -0.3 | -1.1 | -0.4 | 2.0 | 0.3
Cc1ccc(S(=O)(=O)NC2CCC(C(=O)O)CC2)cc1 (stereo not given) | 1 | -1.5 | -1 | 5 | 4 | -0.1 | 0.6 | -1.2 | -2.9 | 1.1 | -0.2
Cc1cc(Br)ccc1NC(=O)c1ccc(-n2cncn2)c([N+](=O)[O-])c1 | 0 | -0.4 | -2 | 0 | -1 | -0.3 | 0.2 | -0.1 | -1.3 | -2.0 | -0.3
CCN(CC(=O)NCCCN1CCOCC1)S(=O)(=O)c1cc(Cl)ccc1Cl | 2 | 0.7 | -2 | 5 | -4 | -1.5 | 0.0 | -0.6 | -0.3 | 0.5 | -0.1
C/C(CC(=O)NCc1ccco1)=N\NC(=O)CC#N | 0 | -0.3 | -1 | -10 | -3 | -1.2 | 1.9 | -1.5 | -2.4 | 0.8 | -0.4
O=C(NNc1ccc(Cl)cc1)c1cccs1 | 1 | 0.6 | -1 | -10 | 0 | 0.4 | 0.6 | 0.0 | -1.1 | 3.0 | 0.1
O=C(CSc1ccc2nnc(CCNC(=O)c3ccccc3)n2n1)NC1CCCC1 | 1 | 0.1 | -2 | -5 | 0 | 2.5 | -0.7 | -0.5 | -0.1 | 2.1 | 2.8
COc1cccc(-c2nc3ccccc3s2)c1 | -2 | 17* | 1 | -5 | 5 | 15* | 1.1 | 1.7* | -0.9 | 3.4 | 4.4*
CCOC(=O)C1=C(COC(=O)COc2ccccc2C#N)NC(=O)NC1C (stereo not given) | -8 | 1.0 | 2 | 7 | 2 | 0.9 | -1.1 | -0.6 | -1.5 | 2.0 | 0.7
COc1ccc2cc1Oc1ccc(cc1)C[C@H]1c3cc(c(OC)cc3CCN1C)Oc1c(OC)c(OC)cc3c1[C@@H](C2)N(C)CC3 | -8 | -0.9 | 3 | 6 | 2 | -0.5 | 1.4 | -1.3 | -2.9 | 1.9 | 0.8
O=C(NCCc1c[nH]c2ccccc12)/C(=C/c1cccnc1)NC(=O)c1cccs1 | 2 | -0.3 | 0 | -1 | -3 | 2.0 | 0.1 | -1.1 | -0.8 | -0.6 | -0.7
COc1ccccc1CCC(=O)Nc1cc(S(=O)(=O)N2CCOCC2)ccc1N1CCCC1 | -1 | -2.8 | -1 | -2 | 3 | -0.9 | -0.7 | -1.5 | -0.4 | -1.3 | -1.3
CCCCOC(=O)c1ccc(NC(=S)N2CCN(c3ncc4c(=O)c(C(=O)O)cn(CC)c4n3)CC2)cc1 | -2 | -2.7 | -3 | -13 | -1 | -2.4 | 4.3* | -1.1 | 1.3 | -2.3 | -0.1
Cc1nnc(SCC(=O)Nc2ccccc2)c2ccccc12 | -1 | 3.7 | -1 | -3 | 2 | -2.9 | -1.0 | -1.3 | 0.1 | 1.7 | 0.1
CCOC(=O)c1c(C)[nH]c(C)c1C(=O)CSc1nnc(-c2ccco2)n1Cc1ccccc1 | -10 | -3.0 | 2 | 2 | -3 | -1.7 | -0.9 | -1.3 | 0.5 | 0.7 | -0.2
Cc1cc(=O)oc2cc(NC(=O)c3cccc(F)c3)ccc12 | -6 | 4.1 | -4 | -2 | 2 | -1.3 | 0.8 | -0.8 | 2.3 | 2.5 | -0.8
Nc1n[nH]c2c1C1(CCCCC1)Cc1ccccc1-2 | -3 | 1.6 | -2 | -4 | -3 | -0.5 | 0.2 | -0.7 | 0.1 | -1.1 | 0.8
